M. tuberculosis = growth inhibition of non-replicating M. tuberculosis (AID 488890); Mycobacterium tuberculosis non-replicating, growth inhibition; higher % means a stronger effect; inhibition, % at 25 µM, or IC50 in µM where a hit was titrated; hit rate 0.39% among 320,000; in the data active = a potency from the dose series; inconclusive = inhibition mostly from about 82% at the one dose, without a potency; inactive = the rest, 99 in 100 with inhibition below about 76%;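 also: plate controls were DMSO cells for no effect and high antibiotic wells for full effect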
H1N1 NS1A inhibition = H1N1 influenza NS1A inhibitors, functional cell based assay (AID 504329); hit rate 0.3% among 340,000; NS1A functional cell-based assay, percent inhibition; higher % means a stronger effect; inhibition, % at 12.5 µM; hits with a dose series show IC50 in µM; in the data active = a potency from the dose series; inconclusive = inhibition above about 27% without an active follow-up result; also: strong numbers were not always called active
M. tuberculosis HTS = M. tuberculosis growth inhibition, HTS (AID 449762); one-dose inhibition, % at 25 µM; IC50 in µM for titrated hits; M. tuberculosis H37Rv growth inhibition, 7H9 media; higher % means a stronger effect; hit rate 0.59% among 330,000; in the data active = a potency from the dose series; inconclusive = inhibition above about 70% without an active follow-up result;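 also: bacterial growth assessed after seven days of incubation; strong numbers were not always called active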
Salmonella PhoP GFP = Inhibition of PhoP regulon, Salmonella typhi GFP reporter cells, confirmation, 4 h (AID 1850); Salmonella Typhi PhoP-promoter GFP reporter, fluorescence, 4 h; higher % means a stronger effect; hit rate 0.33% among 310,000; inhibition, % at 50 µM, or IC50 in µM where a hit was titrated; in the data active = a potency from the dose series; inconclusive = inhibition mostly from about 25% at the one dose, without a potency; inactive = the rest, 99 in 100 with inhibition below about 19%;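 also: 0% = induced wells with vehicle and 100% = uninduced wells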
VEEV TC-83 Vero = inhibitors of VEEV TC-83 cytopathic effect, confirmation, Vero cells (AID 588727). Vero cells, VEEV TC-83 cytopathic effect inhibition; higher % means a stronger effect. inhibition, % at 20 µM, or IC50 in µM where a hit was titrated. hit rate 0.13% among 350,000; in the data active = a potency from the dose series; inconclusive = inhibition mostly from about 14% at the one dose, without a potency; inactive = the rest, 99 in 100 with inhibition below about 12%; also: strong numbers were not always called active
The depositor's hits bear a star; i = inactive; ? = inconclusive; . = not tested or not shown. Rows were taken by chance. About 1.6% of those tested had a hit in this group.

SMILES	M. tuberculosis	H1N1 NS1A inhibition	M. tuberculosis HTS	Salmonella PhoP GFP	VEEV TC-83 Vero
CCN(CC)c1ccc(/C=N/NC(=O)c2cc3ccccc3[nH]2)cc1	78%	1%	10%	-5%	i
CCCNC(=O)c1cccc(COCC(F)(F)F)c1	28%	-3%	-6%	5%	1.5%
Cc1cc(-n2nc(C)cc2C)nc(N)n1	-4%	3%	-2%	-5%	0.4%
O=C(c1ccc(N2CCCC2)c([N+](=O)[O-])c1)N1CCN(CCO)CC1	5%	4%	3%	1%	0.6%
CCCCn1c(N)c(N(CCOC)C(=O)c2cc(-c3ccccc3)nc3ccccc23)c(=O)[nH]c1=O	13%	-12%	3%	0%	9.8%
Nc1ccc(N=Nc2ccccc2)cc1	21%	10%	67%	6%	1.7%
COc1cc2cc(CCCOC(=O)c3ccco3)oc(=O)c2cc1OC	-2%	4%	6%	.	0.1%
Cc1cc(OCC(=O)OCC(=O)Nc2cc(C(F)(F)F)ccc2N2CCOCC2)ccc1Cl	-6%	1%	2%	-7%	0.5%
O=C(CN1CCC(O)(c2ccc3c(c2)OCO3)CC1)OC1CCCCC1	31%	-6%	28%	-3%	1.4%
Cc1ccc(F)cc1NC(=O)c1ccc(OCC2CCCO2)cc1 (stereo unspecified)	23%	-3%	0%	.	3.9%

Whole records, looked up by structure.
`CCCCn1c(N)c(N(CCOC)C(=O)c2cc(-c3ccccc3)nc3ccccc23)c(=O)[nH]c1=O` across the screens: M. tuberculosis: 13%; H1N1 NS1A inhibition: -12%; M. tuberculosis HTS: 3%; Salmonella PhoP GFP: 0%; VEEV TC-83 Vero: 9.8%
`O=C(c1ccc(N2CCCC2)c([N+](=O)[O-])c1)N1CCN(CCO)CC1` across the screens: M. tuberculosis: 5%; H1N1 NS1A inhibition: 4%; M. tuberculosis HTS: 3%; Salmonella PhoP GFP: 1%; VEEV TC-83 Vero: 0.6%

Next part:
SMILES	M. tuberculosis	H1N1 NS1A inhibition	M. tuberculosis HTS	Salmonella PhoP GFP	VEEV TC-83 Vero
CCCNC(=O)N1CCN(c2ncccn2)CC1	3%	3%	-2%	6%	0.1%
CCOC(=O)c1cnc(SCC(=O)Nc2cc(OC)ccc2OC)nc1N	4%	9%	-2%	-2%	1.2%
CCC(Oc1ccccc1)C(=O)Nc1nnc(C(F)(F)F)s1 (stereo unspecified)	60%	-1%	-6%	2%	4.1%
CC(=O)Nc1cccc(NC(=O)C2CC(=O)N(C3CCCCC3)C2)c1 (stereo unspecified)	3%	31%	1%	6%	4.1%
CCCc1cc(C(=O)N2CCCC(C(=O)c3ccc(Cl)cc3)C2)n(C)n1 (stereo unspecified)	13%	3%	12%	-12%	i
Cc1occc1C(=O)NNC(=O)c1ccccc1Br	-6%	-5%	4%	-4%	0.4%
CS(=O)(=O)N1CCC(Oc2ccccc2C(=O)NC2CCOC2)CC1 (stereo unspecified)	9%	-7%	-3%	-3%	i
CCCn1nnc(NC(=O)c2ccc(OCC)c(Cl)c2)n1	2%	-4%	4%	14%	i
CCC(CC)C(=O)Nc1c(C(=O)N2CCN(c3ccccc3)CC2)oc2ccccc12	27%	9%	12%	-23%	i
ClCCOCOCCCl	8%	-12%	-1%	.	i
CCOC(=O)c1c(C)oc2c1c1c(c3ccccc32)OCN(CCCC(=O)O)C1	60%	-6%	66%	6%	3.4%
CCn1c(C)nc2cc(C(=O)OC)ccc21	-7%	-20%	-7%	-6%	0.3%
CCCCOC(=O)CSCC(=O)N1N=C(c2cccs2)CC1c1ccc(F)cc1 (stereo unspecified)	?	-1%	?	4%	1.8%
COc1ccc(C(CNC(=O)/C=C/c2c(Cl)nc3ccccn23)N(C)C)cc1 (stereo unspecified)	16%	4%	-16%	13%	1.1%
Cn1c(O)c(C=NCCN2CCOCC2)c(=O)[nH]c1=S	-6%	11%	2%	8%	1.9%
Cc1ccc(Nc2nc(=O)c3cc([N+](=O)[O-])ccc3s2)cc1	4%	18%	4%	11%	i
COc1ccc(S(=O)(=O)NCC2CCC(C(=O)NCCCN3CCCC3=O)CC2)cc1 (stereo unspecified)	-12%	6%	2%	-4%	2.5%
COc1ccc(CN=C2NC(=O)CC(C(=O)Nc3ccc(Cl)cc3)S2)cc1 (stereo unspecified)	11%	5%	-3%	0%	0.6%
CCC(CC)C(=O)Nc1cc(NC(=O)C(CC)CC)cc(C(=O)O)c1	-13%	3%	-10%	1%	2.9%
CCOC(=O)CCCNC(=O)COC(=O)c1cc(Br)c(Br)s1	9.3µM*	4%	9.9µM*	10%	0.1%
Cc1c(CC(=O)NCC(=O)O)c(=O)oc2cc3occ(-c4ccccc4)c3cc12	-5%	10%	4%	-4%	0.7%
N#Cc1ccc(S(=O)(=O)NC2CCN(Cc3ccccc3)CC2)cc1	3%	-1%	-6%	-3%	1.3%
Cc1nnc(SC(C)C(=O)Nc2ccc(Cl)cc2Cl)[nH]c1=O (stereo unspecified)	-4%	7%	-2%	.	1.8%
O=c1sc2ccccc2n1COc1ccc(Cl)cc1	29%	-10%	7%	14%	8.4%
CC(Sc1nc(C(C)(C)C)cc(-c2ccccc2)c1C#N)C(=O)Nc1ccccc1 (stereo unspecified)	14%	0%	5%	-8%	6.1%
O=c1c2ccccc2nc(-c2ccccc2)n1CCN1CCOCC1	0%	7%	-1%	4%	1.9%
CC(C)Cn1c(-c2nn(C)cc2Cl)n[nH]c1=S	-3%	-2%	-10%	-2%	1.1%
O=C1Nc2ccccc2C12OCC1(CO2)COC2(OC1)C(=O)Nc1ccccc12 (stereo unspecified)	12%	8%	1%	-1%	2.9%
COc1ccc(Br)c(C(=O)OCC(=O)NC2CCCCCC2)c1	?	-6%	65%	.	3.0%
CCOC(=O)C1(Cc2ccccc2)CCCN(CCO)C1 (stereo unspecified)	8%	-3%	-2%	1%	i
Cc1ccc(C(=O)Nc2cccc([N+](=O)[O-])c2)cc1S(=O)(=O)Nc1cccc(C(=O)O)c1	3%	4%	8%	6%	i
C/C(=N\NC(=O)c1cccc([N+](=O)[O-])c1)c1ccco1	20%	-1%	46%	12%	0.9%
COc1ccc([C@H]2CC(=O)C=C(c3ccc4c(c3)OCO4)C2)cc1	23%	-6%	20%	.	i
COc1ccc(N(CC(=O)NC2CCCC2)C(=O)Cn2nnc(-c3ccc(OC)c(OC)c3)n2)c(OC)c1	7%	10%	-1%	-3%	1.2%
N#Cc1ccc(Oc2nc(C(N)=O)cc(-c3ccccc3)n2)cc1	6%	-7%	-1%	-12%	0.2%
CSc1ccccc1C(=O)NC(C)c1ccc(-n2ccnc2)cc1 (stereo unspecified)	6%	-6%	1%	21%	4.4%
Cc1ccc(-c2ccc(C(=O)O)o2)cc1Cl	13%	9%	3%	7%	0.4%
c1ccc(Oc2cc(-n3cncn3)ncn2)cc1	-4%	-6%	2%	-4%	1.2%
Cc1ncc([N+](=O)[O-])n1CCOC(=O)NC(Nc1ccc(F)cc1)C(Cl)(Cl)Cl (stereo unspecified)	8%	-3%	-6%	-4%	i
CCc1nc2ccccc2nc1N1CCN(S(=O)(=O)c2ccc(Cl)cc2)CC1	-7%	8%	6%	0%	3.0%

Reprinted from the part before: 2 compounds, followed by the next part.
SMILES	M. tuberculosis	H1N1 NS1A inhibition	M. tuberculosis HTS	Salmonella PhoP GFP	VEEV TC-83 Vero
Cc1ncc([N+](=O)[O-])n1CCOC(=O)NC(Nc1ccc(F)cc1)C(Cl)(Cl)Cl (stereo unspecified)	8%	-3%	-6%	-4%	i
CCc1nc2ccccc2nc1N1CCN(S(=O)(=O)c2ccc(Cl)cc2)CC1	-7%	8%	6%	0%	3.0%
O=C(Nc1cc(S(=O)(=O)N2CCOCC2)ccc1N1CCCCC1)c1cc(-c2ccccn2)nc2ccccc12	50%	-3%	2%	8%	8.2%
Cn1c(SCC(=O)NCc2ccc3c(c2)OCO3)ncc(C(=O)Nc2ccc(F)cc2)c1=O	-10%	-9%	29%	6%	2.0%
COc1ccc(NC(=O)Cc2nnc(SCC(=O)c3ccccc3)n2C)cc1	2%	6%	13%	-33%	0.4%
COc1ccc(CN(C(=O)c2snc(C(N)=O)c2N)C(C)C(=O)NCc2ccc(F)cc2)cc1 (stereo unspecified)	32%	3%	11%	-3%	0.7%
O=C(COC(=O)c1ccccc1Cl)Nc1ccc2[nH]c(=O)[nH]c2c1	-15%	-6%	0%	-6%	0.1%
NC(=O)C1=C[C@H](c2ccc(Br)cc2)C[C@H](OCc2ccc(CO)cc2)O1	20%	-5%	-3%	-1%	2.2%
COC(=O)CCS(=O)(=O)c1ccc(Cl)c(Cl)c1	43%	.	0%	23%	.
COc1cccc(-c2nn(-c3ccc(C)cc3)cc2C(=O)NCC2CCCO2)c1 (stereo unspecified)	16%	8%	52%	0%	9.0%
O=C(CSc1nc(=O)n(CCCN2CCOCC2)c2c1CCCC2)Nc1ccc(F)c(F)c1	14%	-8%	-3%	4%	2.1%
CC(=O)N(/N=C1\Sc2ccccc2C1=O)c1ccccc1	.	5%	.	.	0.9%
Cc1c(-c2ccccc2)nc(N)c(C#N)c1-c1cccs1	10%	-9%	-2%	-9%	i
Cc1ccc(NC(=O)c2cc(C(=O)c3cc(Cl)ccc3O)cn(-c3ccc(C)cc3)c2=O)cc1	31%	0%	34%	-6%	0.8%
COC(C#CCCN(C)C)(c1ccccc1)c1ccccc1	25%	5%	-7%	3%	2.2%
CCOC(=O)CNC(=O)c1sc(NC(=O)c2ccccc2)nc1C	-5%	6%	-1%	-1%	9.8%
CC(C)c1nc(SCC(=O)c2ccc(F)cc2)c2ccccc2n1	72%	6%	3%	-1%	6.4%
CC(C)n1c(O)c(C=NCc2ccccc2)c(=O)[nH]c1=S	10%	-19%	11%	1%	0.4%
COc1ccc(N2CC(C(=O)N/N=C/c3ccc(C)cc3)CC2=O)cc1 (stereo unspecified)	3%	-5%	-1%	-10%	0.2%
COc1ccc(OC)c(Nc2ncnc3ccc(Br)cc23)c1	9%	-14%	-1%	1%	2.3%
Cc1cccc(NC(=O)Cn2cnc3ccc(S(=O)(=O)N4CCC(C)CC4)cc3c2=O)n1	16%	3%	1%	9%	1.3%
Cc1cccc(-c2nnn(CC/C(N)=N/O)n2)c1	-3%	-3%	-5%	3%	0.6%
COc1ccc(C(C)=O)cc1COC(=O)CCNS(=O)(=O)c1ccc(C)cc1	11%	3%	2%	-8%	1.6%
Cc1c(-c2ccccc2)oc2c(C(=O)OCC(=O)Nc3ccc(C(N)=O)cc3)cccc2c1=O	20%	-2%	1%	-1%	0.8%
CCC(Sc1nc(C)cc(C)n1)C(=O)NC1=NN=C(c2ccc(C)cc2)CS1 (stereo unspecified)	6%	3%	4%	-1%	1.7%
CC(Oc1ccccc1Cl)C(=O)Nc1ccc(S(=O)(=O)N2CCN(C)CC2)cc1 (stereo unspecified)	.	4%	.	.	1.4%
COC(=O)Cc1c(C)nc2nc(Cc3ccccc3)[nH]n2c1=O	-4%	-7%	-3%	14%	0.3%
Cn1nnc(CC[N+](C)(C)C)n1	-9%	.	2%	-3%	1.3%
CN(CCC1CCCCO1)C(=O)c1cc(COc2ccc(F)cc2F)on1 (stereo unspecified)	?	-5%	3%	-6%	1.5%
O=C(NCCCn1ccnc1)c1cn(-c2ccccc2)nc1-c1ccccc1	-9%	-4%	4%	-2%	i
Cc1cc(C)nc(N/N=C/c2sccc2C)n1	1%	-3%	2%	6%	0.1%
O=C(COC(=O)Cn1cnc2ccccc21)NCCc1ccccc1	.	12%	-9%	-3%	0.8%
CCOC(=O)C(=CNc1ccc(C#N)cc1)C(=O)OCC	-4%	12%	-7%	-1%	1.1%
CCN(c1ccccc1)S(=O)(=O)c1ccc(OC)c(NS(=O)(=O)c2cccs2)c1	-2%	11%	-11%	-11%	1.6%
CC1(C)CC(=O)C=C(NC2CC(C)(C)NC(C)(C)C2)C1	1%	-3%	1%	-5%	0.7%
Nc1ccc2nc3c(c(Cl)c2c1)CCCC3	i	-15%	0%	-8%	0.0%
CC(=O)Nc1ccc(OCC(=O)NCc2ccc3c(c2)OCO3)cc1	-18%	9%	3%	2%	0.9%
CC(=O)Nc1ccc(Br)cc1C(=O)C(=O)O	-5%	2%	8%	12%	0.2%
O=S(=O)(Nc1nc(-c2sccc2Cl)cs1)c1cc(Cl)ccc1Cl	26%	-19%	.	-9%	i
CC1(C)Cc2ccccc2-c2nc3ccccc3c(=O)n21	-5%	-14%	-1%	-8%	4.8%
O=C(CC1C(=O)NCCN1C(=O)Nc1ccccc1)Nc1ccc2c(c1)OCO2 (stereo unspecified)	6%	4%	1%	-2%	0.6%

Bioassay records from PubChem.
